# Source: PubChem (National Center for Advancing Translational Sciences (NCATS))
# GoLoco inh red = blocks human Gai1 binding to RGS12 GoLoco peptide, red readout. P63096. Gai1:RGS12 GoLoco peptide FP, rhodamine, 10 min. Potency, µM (highest dose often 61.6 µM), without a hit: at the top dose activity, negative = inhibition, most hits filed as inhibitors. 230,000 tested, 0.44% active; active = well fitted inhibition curve with a large enough effect, not every such curve was filed as active; inactive = no such curve, though single readings can be large or run the other way; note: % is set by controls: 0 for no effect and ±100 for the full control effect; nearly all actives have a fitted effect of over 30% in size; many of its hits are not listed in these tables
# Target sequence (P63096 whole entry, looked up): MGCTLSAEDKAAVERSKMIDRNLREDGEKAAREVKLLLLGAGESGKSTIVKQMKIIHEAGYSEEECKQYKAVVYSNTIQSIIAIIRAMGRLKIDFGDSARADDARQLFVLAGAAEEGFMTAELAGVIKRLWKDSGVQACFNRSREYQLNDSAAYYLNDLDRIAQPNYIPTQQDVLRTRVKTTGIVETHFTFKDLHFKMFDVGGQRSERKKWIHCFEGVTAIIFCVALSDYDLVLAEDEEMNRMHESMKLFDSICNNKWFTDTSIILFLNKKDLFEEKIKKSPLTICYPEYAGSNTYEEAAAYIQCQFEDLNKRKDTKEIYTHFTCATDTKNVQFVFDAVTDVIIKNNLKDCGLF
# GAA inh = blocks human lysosomal alpha-glucosidase; P10253; purified human GAA, 4-MU-alpha-glucoside fluorescence; Potency, µM (titrated, usually from 76.9 µM), inactives show at the top dose activity change, negative = inhibition, hits mostly inhibitors; 200,000 tested, 0.005% active; AID 1466;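 note: plate controls were uninhibited enzyme wells for no effect and no-enzyme background for full effect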
#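 Read-out is 4-methylumbelliferone fluorescence (Ex 365/Em 440 nm) after NaOH/glycine stop at pH 10. Enzyme 4 nM, substrate 400 uM, pH 5.0 citrate buffer, 20 min room temperature; AC50 from Hill-equation concentration-response.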
# aGlu spleen mod = inhibits or activates alpha-glucosidase in human spleen homogenate; P10253; human spleen homogenate, 4-MU-alpha-glucoside fluorescence; Potency, µM (series often up to 79.9 µM), for inactives: top-dose activity change, negative = inhibition, hits mostly inhibitors; 240,000 tested, 0.006% active; AID 2112;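 note: 0% = enzyme with vehicle and -100% = no enzyme basal signal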
#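 Compounds were titrated against alpha-glucosidase in spleen homogenate at pH 5.0, with 1 mM 4-methylumbelliferyl substrate for 40 min at 37 C. Reactions were quenched with pH 10 NaOH/glycine and fluorescence measured.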
# HttQ103 aggreg = inhibitors of mutant huntingtin aggregate formation in PC12 cells; 220,000 tested, 1.1% active; PC12 HttQ103-GFP aggregates, Acumen cytometry, 40 h; Potency, µM (top dose mostly 46.1 µM), without a hit: at the top dose activity change, negative = inhibition, hits mostly inhibitors; note: % is set by controls: 0 for no effect and ±100 for the full control effect; nearly all actives have a fitted effect of over 60% in size
#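 PC12 cells with ecdysone-inducible HTT exon1 Q103-GFP, induced by 100 nM tebufenozide, given compounds in a concentration series. GFP aggregates (1–25 um, 6 SD above background) counted in lysates by laser-scanning cytometry, 488 nm excitation.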
# GAA glycogen = alters human alpha-glucosidase cleavage of glycogen | Potency, µM (titrated, usually from 76.4 µM), without a hit: at the top dose activity change, negative = inhibition, hits mostly inhibitors | 300,000 tested, 0.38% active | recombinant GAA, glycogen substrate, Amplex Red glucose oxidase fluorescence | P10253;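 note: 0% = full enzyme reaction and -100% = no-enzyme basal signal; the screen sought inhibitors and activators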
#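 Natural-substrate format: glycogen cleavage by 4 nM human enzyme, glucose read by Amplex Red coupling (Ex 573, Em 610 nm). Normalized to enzyme and no-enzyme controls.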
# HTT cytoprotect = protects HTT-Q103 PC12 cells, measured by ATP | Potency, µM (highest dose often 56.4 µM), without a hit: cytoprotection (ATP increase), actives largely listed as activators | PC12 HTT-Q103 induced, cytoprotection, ATP luminescence, 40 h | AID 1471 | 230,000 tested, 0.14% active;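 note: % of control where 0% means no effect; nearly all actives have a fitted effect of over 45% in size; toxic huntingtin expression switched on by the ecdysone agonist tebufenozide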
#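 Rat PC12, Q103 Htt exon1-GFP fusion, ecdysone promoter; tebufenozide inducer 100 nM final; compound titration; qHTS, 1500 cells/well; ATPlite luminescent read.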
# IMPase Li cell = cell-permeable IMPase inhibitors with lithium potentiation; Potency, µM (series often up to 59.4 µM), inactives show top-dose activity, negative = IMPase inhibition, most hits filed as inhibitors; 210,000 tested, 0.35% active; CHO-M1 cells, IP1 TR-FRET (IP-One), carbachol + lithium;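 note: IP1 builds up when IMPase is blocked and the TR-FRET signal falls; plate controls were basal vehicle for no effect and high inhibitor control for full effect; nearly all actives have a fitted effect of over 50% in size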
#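 Steps: plate 2000 CHO-M1 cells per well and culture 16–30 h; add compound and lithium; incubate 30 min, 37C; add d2-IP1 tracer and Eu cryptate anti-IP1 antibody in lysis buffer; read after 10 min at room temperature.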
# * hit, by the source's call; u = inconclusive; x = not tested or not shown; & = joins results of further samples; [ ] = dose if it differs, or a comment. Unless noted, calls come from the whole dose curve; as a rule, active = well fitted curve in the direction sought with a large enough effect; inconclusive = small, poorly fitted or top-dose-only effect, or another doubt; inactive = no such curve, though single readings can be large; an effect the other way counts as inactive or inconclusive. Potency is the fitted concentration of half-maximal effect. The list is partial (hit frequency here may not be typical).
SMILES,GoLoco inh red,GAA inh,aGlu spleen mod,HttQ103 aggreg,GAA glycogen,HTT cytoprotect,IMPase Li cell
COc1cccc(C2CN(c3ccc(F)cc3F)N=C2c2cccs2)c1OC (centres undefined),3%,u,u,-15%,-14%,26%[10 µM],-5%
O=C(COc1ncnc2ccccc12)NCCc1ccc(F)cc1,0%,-3%,1%,3%,7%,38%[10 µM],9%
C/C(=N\NC(=O)c1c(Cl)c(C)nn1C)c1cccc(NC(=O)COc2ccccc2)c1,x,u,4%,2%,-4%,-44%[inhibitor],x
O=C(NCc1ccco1)c1ccc(C(F)(F)F)cc1,6%,4%,0%,12%,3%,-40%[inhibitor],-6%
CCOc1ccc(OCc2nnc(SCC(=O)NC3CCS(=O)(=O)C3)n2-c2ccc(Cl)cc2)cc1 (centres undefined),3%,-16%,-2%,12%,-2%,-2%[10 µM],5%
COC(=O)CC1C(C)(C)C(O)C2CC3=C4CC(O)OC(c5ccoc5)[C@]4(C)CCC3[C@@]1(C)C2=O (some centres undefined),1%,x,-4%,x,x,8%,-6%
CCCCC(C(=O)O)C(C)CC(=O)Nc1nccs1 (centres undefined),1%,x,-10%,9%[9.22 µM],5%,18%[10 µM],x
O=c1[nH]c2ccc(S(=O)(=O)N3CCCCC3)cc2[nH]c1=O,7%,-1%,-1%,-2%,1%,7%[10 µM],-12%
Cc1nc(N2CCCC2)c2ccsc2n1,-8%,-4%,7%,-31%,-3%,9%[10 µM],-7%[38.3 µM]
C=CCOc1c(CCC)cc(CCC)cc1C(N)=O,-1%,x,0%,-11%[9.22 µM],-7%,4%[10 µM],x
Cc1ccc(Nc2nc3ccccc3s2)cc1,-4%,2%,-12%,18%,1%,x,1%
O=C(NCCCN1CCCC1=O)c1cccnc1,8%,2%,6%,-2%,4%,-9%[10 µM],1%
Cc1ccccc1C(=O)NNC(=S)NC(=O)c1ccccc1,-1%,0%,-2%,-23%,1%,x,4%
CCOC(=O)C1(CCCc2ccccc2)CCN(CCCn2cccn2)CC1,-12%,1%,-1%,-7%,-10%,-27%,x
CCOc1cc(N2CCOCC2)c(OCC)cc1NC(=O)C1CCCC1,1%,3%,-2%,7%,-1%,-18%,16%[38.3 µM]
CC(=O)N1CCc2cc(S(=O)(=O)NCCC(=O)NC3CCCc4ccccc43)ccc21 (centres undefined),106%[activator],-8%,-2%,5%,-5%,3%[1.9 µM],40%[activator][38.3 µM]
COc1ccccc1NC(=S)N(Cc1ccc(Cl)cc1)CC1CCC(C(=O)O)CC1 (centres undefined),5%,-7%,5%,-2%,0%,u,-8%
C#CCn1c(=NC(=O)c2sc3ccccc3c2Cl)sc2cc(S(N)(=O)=O)ccc21,8%,5%,-7%,9%,-7%,-13%[10 µM],-23%
CCN1CCCC1CNC(=O)Cn1cc2c(n1)CCC(C)C2 (centres undefined),0%,-1%,-4%,-3%,1%,-1%,31%[38.3 µM]
Cc1occc1C(=O)NNC(=O)C1CCCC1,2%,-1%,-9%,-16%,3%,-13%,4%
Cc1ccc(N2C(=O)/C(=C/c3ccco3)SC2=S)cc1,17%,0%,-3%,-3%,5%,5%[10 µM],1%
O=C(COc1ncnc2cc([N+](=O)[O-])ccc12)NC1CCCCC1,5%,-6%,-7%,1%[9.22 µM],0%,10%[10 µM],x
CCOc1ccc(C(=O)Nc2ccccc2N2CCCC2)cc1,9%,-4%,4%,10%,u,-32%,-11%[38.3 µM]
Cc1cc2nc(C)n(CCCNC(=O)Nc3cccc4ccccc34)c2cc1C,4%,-8%,-10%,u,6%,-88%[inhibitor],19%[38.3 µM]
CN1CCN(C(=O)c2ccc(CSc3ccc(Cl)cc3)cc2)CC1,-14%,0%,1%,-9%,9%,22%[10 µM],5%
CCCN(/C=N/c1sc2c(c1C#N)CCCCC2)CCC,-9%,-5%,-3%,-27%,-3%,-11%,9%[38.3 µM]
S=c1[nH]nc(Cc2ccccc2)n1-c1ccccc1,9%,2%,-7%,-1%,-9%,17%[10 µM],3%
COc1ccc(CN2CC(C(=O)NCCc3ccc(C)cc3)CC2=O)cc1 (centres undefined),-1%,-3%,-5%,24%,1%,-7%,-3%[38.3 µM]
O=C(c1ccc(S(=O)(=O)N2CCOCC2)cc1)N1CCN(c2cccc(Cl)c2)CC1,6%,u,6%,-32%,8%,-4%[0.074 µM],13%[38.3 µM]
O=C(NC(=S)N1CCN(c2ccccc2)CC1)c1ccc(S(=O)(=O)N2CCOCC2)cc1,7%,x,6%,6%[9.22 µM],2%,19%[10 µM],x
COCCn1c(C)cc2c(c1=O)C(c1ccccc1F)C(C#N)=C(N)O2 (centres undefined),7%,2%,0%,-9%,1%,8%[0.074 µM],-4%[38.3 µM]
O=C(NCCc1ccncc1)Nc1ccc(Cl)cc1,9%,-9%,-3%,-29%,5%,-25%[0.074 µM],17%[38.3 µM]
CN1CCN(S(=O)(=O)c2cccs2)CC1,3%,-11%,1%,10%[9.22 µM],9%,14%[10 µM],1%
Cc1c([N+](=O)[O-])cc(C(=O)Oc2ccc(Br)cc2C(=S)N2CCCCC2)cc1[N+](=O)[O-],0%,-9%,-8%,1%,4%,10%,35%[38.3 µM]
CCOC(=O)c1c(NC(=O)C2=C(C)NC(=S)NC2c2ccccc2C(F)(F)F)sc(C)c1C (centres undefined),-41%,-2%,-6%,0%,-6%,7%[1.9 µM],-1%
CS(=O)(=O)Nc1ccc(C(=O)Nc2ccc3c(c2)OCO3)cc1,1%,0%,-19%,1%,2%,-68%[inhibitor],5%
Nc1ccc(C(=O)Nc2ccc(Nc3ccncc3)cc2)cc1,-7%,x,-2%,13%[9.22 µM],8%,22%[10 µM],x
O=C(CCc1ccccc1)Nc1ncn[nH]1,14%,2%,-7%,5%,-3%,-14%,6%[38.3 µM]
O=C(Nc1cccc(F)c1)N1CC2(CCN(C(=O)c3cc(C(F)(F)F)cc(C(F)(F)F)c3)CC2)C1,1%,x,-2%,x,x,-3%,-7%
Nc1nc(NCc2ccco2)nc(N2CCN(Cc3ccccc3)CC2)c1[N+](=O)[O-],1%,0%[15.4 µM],-4%,-12%[9.22 µM],-4%,1%[10 µM],x

# Just GAA inh, aGlu spleen mod and GoLoco inh red (2 entries from above):
compound	GAA inh	aGlu spleen mod	GoLoco inh red
O=c1[nH]c2ccc(S(=O)(=O)N3CCCCC3)cc2[nH]c1=O	-1%	-1%	7%
Cc1nc(N2CCCC2)c2ccsc2n1	-4%	7%	-8%

# Copied from the list:
# For HTT cytoprotect, O=C(Nc1cccc(F)c1)N1CC2(CCN(C(=O)c3cc(C(F)(F)F)cc(C(F)(F)F)c3)CC2)C1 is entered as -3%
# For HttQ103 aggreg, Nc1ccc(C(=O)Nc2ccc(Nc3ccncc3)cc2)cc1 is entered as 13%[9.22 µM]
# For GoLoco inh red, COCCn1c(C)cc2c(c1=O)C(c1ccccc1F)C(C#N)=C(N)O2 (centres undefined) is entered as 7%
# For HTT cytoprotect, O=C(CCc1ccccc1)Nc1ncn[nH]1 is entered as -14%
# For HttQ103 aggreg, CCOC(=O)c1c(NC(=O)C2=C(C)NC(=S)NC2c2ccccc2C(F)(F)F)sc(C)c1C (centres undefined) is entered as 0%

# More entries follow.
SMILES,GoLoco inh red,GAA inh,aGlu spleen mod,HttQ103 aggreg,GAA glycogen,HTT cytoprotect,IMPase Li cell
Cc1cccc(S(=O)(=O)c2c(N)n(/N=C/c3ccccc3)c3nc4ccccc4nc23)c1,11%,u,-2%,-11%,4%,5%,u
C/C(=N/NC(=O)C1CCCCC1)c1ccc([N+](=O)[O-])cc1,-1%,3%,-3%,-10%,-1%,x,-6%
COc1ccc(CCC(=O)NC(C)C)cc1,0%,4%,-4%,-22%,-1%,x,0%
Cc1cccn2c(CNC3CCCc4ccccc43)c(C(=O)N3CCCCC3)nc12 (centres undefined),29%,1%,-28%,0%[9.22 µM],-13%,-5%[10 µM],17%
COC(=O)c1ccc(CN2CCN(CC=C(C)C)C(CCO)C2)cc1 (centres undefined),5%,u,5%,-5%[9.22 µM],-3%,32%[10 µM],1%
Cc1ccc(-n2c(-c3cnccn3)n[nH]c2=S)c(Br)c1,16%,-2%,1%,8%[9.22 µM],-9%,-13%[10 µM],11%
Cc1cccc(C)c1OCC(=O)Nc1ccccc1C(F)(F)F,1%,-9%,-2%,20%,-3%,14%,7%
COc1ccccc1NC(=O)N(CCN1CCOCC1)Cc1cc2cc(C)cc(C)c2[nH]c1=O,11%,-5%,10%,2%[9.22 µM],2%,-9%[10 µM],3%
CCOC(=O)c1sc(/N=C/N(C)C)nc1C,1%,0%,-7%,3%,12%,-14%[0.074 µM],10%
COc1ccc(C2CC(c3ccccc3OC(C)=O)=NN2C(C)=O)cc1 (centres undefined),6%,x,7%,-2%[9.22 µM],-8%,10%[10 µM],x
O=C(CN1CCCc2ccccc21)N/N=C/c1ccc(O)cc1O,7%,7%,-4%,u,-22%,21%[10 µM],-3%
Clc1nnc(NN=C2CCCC2)c2ccccc12,3%,-5%,-3%,4%,0%,x,2%
COCCN(C(=O)c1csnn1)C(C(=O)NC1CCCCC1)c1sccc1C (centres undefined),1%,-10%,6%,17%[9.22 µM],u,-9%[10 µM],-7%[38.3 µM]
COc1cccc(OCc2ccc(C(=O)NCC3CCCO3)cc2)c1 (centres undefined),9%,-4%,0%,3%,-4%,x,-3%
O=C1c2cccc3cccc(c23)C(=O)N1CCc1ccccc1,-3%,u,-2%,-2%,-4%,-88%[inhibitor],11%
CCCC(c1nnnn1C1CCCC1)N1CCN(c2ccccc2F)CC1 (centres undefined),5%,-11%,-6%,-16%,-11%,4%,19%[38.3 µM]
CCOC(=O)Cc1c(C)nc2c(-c3ccc(Cl)cc3)c[nH]n2c1=O,10%,1%,7%,u,4%,-15%,0%[38.3 µM]
NS(=O)(=O)c1cccc(NS(=O)(=O)c2ccc(/C=C/C(=O)O)cc2)c1,0%,x,-6%,-21%[9.22 µM],-9%,2%[10 µM],x
CCOc1ccc(C(=O)c2ccccc2C(=O)O)cc1OCC,1%,-1%,3%,0%,-2%,-48%[inhibitor],-4%
NS(=O)(=O)c1cccc(NC(=O)CCSc2ccccc2Cl)c1,2%,7%,4%,-15%,7%,-24%[10 µM],3%
COc1ccc(Cc2nnc(NC(=O)Cc3cccs3)s2)cc1OC,30%[activator],3%,1%,3%,-1%,-8%&5%[10 µM],2%
CCC(=O)N1CCN(c2ccccc2NC(=O)Cc2ccccc2)CC1,22%,-1%,-3%,-17%,3%,-9%[0.074 µM],38%[activator][38.3 µM]
O=C1CC(c2nc3ccccc3[nH]2)CN1c1cccc(C(F)(F)F)c1 (centres undefined),3%,0%,3%,-16%,-5%,-18%,1%
